FLuc inh = Photinus pyralis luciferase inhibition | P08659 | Potency, µM (titrated, usually from 115 µM), for the others: top-dose activity change, negative = inhibition, most hits filed as inhibitors | hit rate 2.5% among 76,000 | purified P. pyralis luciferase, luminescence, biochemical; further: potency means the concentration at half of the fitted maximal effect; nearly all actives have a fitted effect of over 65% in size
Target sequence (P08659 whole entry, looked up): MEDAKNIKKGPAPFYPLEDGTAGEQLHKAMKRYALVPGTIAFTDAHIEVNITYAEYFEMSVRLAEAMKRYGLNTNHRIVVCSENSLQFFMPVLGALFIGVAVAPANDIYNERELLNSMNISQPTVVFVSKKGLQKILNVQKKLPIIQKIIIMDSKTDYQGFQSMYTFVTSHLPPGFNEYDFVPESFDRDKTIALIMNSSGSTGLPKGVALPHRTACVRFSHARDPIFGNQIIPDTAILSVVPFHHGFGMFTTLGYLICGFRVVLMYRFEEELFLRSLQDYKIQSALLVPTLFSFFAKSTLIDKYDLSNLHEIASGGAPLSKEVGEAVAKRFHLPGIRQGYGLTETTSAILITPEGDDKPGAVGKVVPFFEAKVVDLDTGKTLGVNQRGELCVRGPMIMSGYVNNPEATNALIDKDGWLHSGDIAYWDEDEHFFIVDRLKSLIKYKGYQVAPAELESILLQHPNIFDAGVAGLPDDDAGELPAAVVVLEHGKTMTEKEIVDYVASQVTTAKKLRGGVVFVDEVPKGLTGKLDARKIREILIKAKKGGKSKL
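Luminescence read by CCD imaging after purified firefly luciferase (10nM final) was added to substrate buffer holding 10uM D-luciferin and 10uM ATP, pH 7.5, pre-dosed with compound.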
GPT2 inh = GPT2 alanine aminotransferase inhibition; Q8TD30; Recombinant GPT2, coupled pyruvate oxidase/HRP Amplex Red fluorescence; Potency, µM (doses to about 57.7 µM), without a hit: at the highest dose activity change, negative = inhibition, most hits filed as inhibitors; hit rate 0.25% among 100,000; further: potency means the concentration at half of the fitted maximal effect; nearly all actives have a fitted effect of over 60% in size; many of its hits are not listed in these tables
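Fluorescence read-out: pyruvate from GPT2 turnover coupled to pyruvate oxidase, HRP and Amplex Red (0.2mM ThPP, 0.2U/mL PO and HRP, 50uM Amplex final). Substrates 250uM a-KG, 2mM L-alanine; enzyme 10ng/uL; 30 min RT.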
HEK293 viab = reduces viability of HEK-293 SNCA reporter cells; hit rate 0.12% among 150,000; HEK-293-SNCA-luc viability, GF-AFC fluorescence, 24 h; Potency, µM (titrated, usually from 57.1 µM), without a hit: top-dose activity change, negative = cytotoxicity, most hits filed as cytotoxic;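 further: potency means the concentration at half of the fitted maximal effect; 0% = DMSO-treated cells and -100% = medium-only wells without cells; nearly all actives have a fitted effect of over 30% in size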
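Cytotoxicity counterscreen: after 24 h compound treatment of genome-edited SNCA-luciferase HEK-293 cells, live-cell protease substrate GF-AFC read by fluorescence after 30 min; activity scaled between DMSO (0%) and medium-only (-100%), curves Hill-fitted.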
HEK293 tox = cytotoxic compounds in HEK 293 cells; HEK 293 viability, ATP luminescence (CellTiter-Glo), 48-72 h; Potency, µM (series often up to 115 µM), without a hit: at the top dose activity change, negative = cytotoxicity, actives largely listed as inhibitors; hit rate 6.6% among 94,000; AID 1345083; further: potency means the concentration at half of the fitted maximal effect; nearly all actives have a fitted effect of over 60% in size
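250 HEK 293 cells/well; compound by pintool; incubated 48 or 72 hr at 37 degree Celsius; CellTiter-Glo added, 10 min RT, luminescence imaged.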
SNCA expr inh = reduces expression of the alpha-synuclein gene; HEK-293 SNCA-luciferase knock-in, luminescence, 24 h; Potency, µM (series often up to 57.2 µM), without a hit: at the highest dose activity change, negative = inhibition, most hits filed as inhibitors; hit rate 0.17% among 140,000; AID 1671194;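 further: potency means the concentration at half of the fitted maximal effect; plate controls were DMSO cells for no effect and cell-free wells for full effect; nearly all actives have a fitted effect of over 45% in size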
IP6K1 inh = blocks human inositol hexakisphosphate kinase 1. Q92551. IP6K1 kinase, ADP-Glo luminescence, 2 h; active compounds read low. activity change, % (series mostly up to about 58 µM). hit rate 0.81% among 140,000. AID 1645851; in the data active means activity change below about -25%
Target sequence (Q92551 whole entry, looked up): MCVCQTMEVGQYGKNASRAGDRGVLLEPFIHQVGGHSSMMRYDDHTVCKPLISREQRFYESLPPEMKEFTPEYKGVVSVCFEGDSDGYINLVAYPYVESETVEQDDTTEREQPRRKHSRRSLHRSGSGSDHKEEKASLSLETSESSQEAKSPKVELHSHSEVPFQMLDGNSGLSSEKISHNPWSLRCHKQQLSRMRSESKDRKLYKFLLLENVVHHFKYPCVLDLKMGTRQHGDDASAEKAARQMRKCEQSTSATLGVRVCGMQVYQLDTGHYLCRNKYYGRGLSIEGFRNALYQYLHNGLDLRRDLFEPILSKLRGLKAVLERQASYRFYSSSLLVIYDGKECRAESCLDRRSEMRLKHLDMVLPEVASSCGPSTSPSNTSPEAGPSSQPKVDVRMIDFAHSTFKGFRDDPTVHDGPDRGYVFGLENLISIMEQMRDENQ
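ADP-Glo luminescence measures ADP made by human IP6K1 during a 2 h RT reaction with ATP/IP6 (mix at 1.3 mM/130 uM); top library doses 57.5 and 19.1 uM final.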
NIH3T3 tox = kills NIH 3T3 cells | hit rate 4.3% among 94,000 | NIH 3T3 viability, CellTiter-Glo ATP luminescence, 48-72 h | Potency, µM (titrated, usually from 96.7 µM), without a hit: at the top dose activity change, negative = cytotoxicity, usual class: inhibitors; further: potency means the concentration at half of the fitted maximal effect; nearly all actives have a fitted effect of over 55% in size
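Cells were seeded at 400 per well, treated with pin-transferred compound, and kept 48 or 72 hr at 37 °C before CellTiter-Glo addition and luminescence imaging of cellular ATP.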
Active calls of the source: *; i = inactive; u = inconclusive; x = not tested or not shown; & = joins results of further samples; [ ] = dose if it differs, or a comment. Unless noted, the call rests on the fitted dose curve; in most records, active means well fitted curve in the direction sought with a large enough effect; inconclusive means small, poorly fitted or top-dose-only effect, or another doubt; inactive means no such curve, though single readings can be large; an effect the other way counts as inactive or inconclusive. Unless noted, on the % scale 0 is the no-effect control and ±100 the full control effect. A portion of the library; the hit share may differ from the screen's.

Order of values: FLuc inh	HEK293 viab	NIH3T3 tox	HEK293 tox	IP6K1 inh	SNCA expr inh	GPT2 inh
CC[C@H]1CN2CC[C@H]1C[C@@H]2CNC(=O)c1ccc(F)c(Cl)c1
→ -3.1%[172 µM]	1.2%[87.6 µM]	-30.2%[174 µM]	-30.2%[172 µM]	17.3	-8.6%[87.6 µM]	u
COc1ccc(CN(C(=O)[C@@H](N)Cc2c(C)cc(C(N)=O)cc2C)[C@@H](C)c2ncc(-c3ccccc3)[nH]2)cc1C(=O)O
→ x	-16.2%	x	x	21.9	x	i
CC(=O)c1ccc(NC(=O)OC[C@H]2C[C@@H]3CCN2C[C@@H]3c2cc(-c3cccs3)nn2C)cc1
→ 0.8%	6.0%	-23.6%	-5.9%	-7.1	-10.8%	-11.6%
O=C(Cc1cccc(Cl)c1)N1CCN(Cc2ccccc2-c2ccccc2F)CC1
→ x	0.8%[12.5 µM]	u	u	4.0	-12.8%	0.7%
Cc1nc(-c2ccco2)cc([C@H]2CN3CC[C@H]2C[C@@H]3CNC(=O)C2CCC2)n1
→ 2.7%[172 µM]	-2.8%[87.6 µM]	u	-8.6%[172 µM]	-1.6	30.0%[activator][87.6 µM]	i
CN(C)CCCC(=O)N1C2CCC1CN(Cc1cccnc1)C2
→ x	13.3%	-3.0%	-19.5%	-1.1	-11.2%	-11.2%
CC(C)CN1Cc2ccccc2-n2ccnc2C12CCN(C(=O)c1ccc(F)cc1)CC2
→ -8.8%	-11.6%	i	u	20.2	-15.3%	0.7%
O=C1NC2(Cc3ccccc31)CN(CC1CC1)C2
→ x	12.8%[87.6 µM]	0.2%[174 µM]	i	-10.4	48.5%[activator][87.6 µM]	i
O=[S+]1([O-])NCC2(CCN(Cc3ccccn3)C2)Nc2ccccc21 (stereo not drawn)
→ 6.1%	-9.3%	0.2%	i	-6.5	11.4%	3.6%
COc1ccc(C(=O)N2[C@H]3CC[C@@H]2c2cnc(-c4ccccc4)nc2C3)c(OC)c1
→ 4.8%	-5.3%	u	u	7.0	2.1%	i
C=C[C@H]1CN2CC[C@H]1C[C@@H]2CNCc1cccc(Cl)c1
→ -4.4%[230 µM]	-6.2%[87.6 µM]	u	u	-5.5	-19.8%[87.6 µM]	i
COc1cc2c(cc1OC1CCCC1)NC(=O)C21CCN(c2cnccn2)CC1
→ -4.3%[172 µM]	-3.1%[87.6 µM]	u	89.1µM*	-30.2*	u	2.9%[88.5 µM]
COc1cc(C(O)CN)ccc1O (stereo not drawn)
→ x	2.7%	x	x	x	-5.3%	i
CC1=C[C@H]2O[C@@H]3[C@H](O)[C@@H](O)[C@](C)([C@@]2(CO)C[C@@H]1O)[C@]31CO1
→ x	u	x	x	2.4	x	i
CCOC(=O)[C@H]1CN(C(=O)OCC)[C@]2(C)C(=O)N(CCOC(C)=O)c3ccccc3[C@H]12
→ x	-6.9%[23.9 µM]	u	-2.5%[57.5 µM]	0.4	-2.7%[25.6 µM]	-5.9%[27.3 µM]

Not a retest: an excerpt of the list.
Order of values: FLuc inh	HEK293 viab	NIH3T3 tox	HEK293 tox	IP6K1 inh	SNCA expr inh	GPT2 inh
CC1=C[C@H]2O[C@@H]3[C@H](O)[C@@H](O)[C@](C)([C@@]2(CO)C[C@@H]1O)[C@]31CO1
→ x	u	x	x	2.4	x	i
CCOC(=O)[C@H]1CN(C(=O)OCC)[C@]2(C)C(=O)N(CCOC(C)=O)c3ccccc3[C@H]12
→ x	-6.9%[23.9 µM]	u	-2.5%[57.5 µM]	0.4	-2.7%[25.6 µM]	-5.9%[27.3 µM]

Following part
Order of values: FLuc inh	HEK293 viab	NIH3T3 tox	HEK293 tox	IP6K1 inh	SNCA expr inh	GPT2 inh
CCCNC(=O)OC[C@H]1C[C@@H]2CCN1C[C@@H]2c1cc(-c2ccc3ccccc3c2)nn1C
→ -7.5%[172 µM]	-28.3%[87.6 µM]	31.6µM*	63.1µM*	-10.2	-3.8%[87.6 µM]	2.4%[88.5 µM]
Cc1ccc2c(n1)N(C)[C@H](CO)CCN(CC(C)(C)C)C2
→ 3.8%[230 µM]	-14.0%[87.6 µM]	-0.4%[230 µM]	u	31.6	15.3%[87.6 µM]	-8.0%[88.5 µM]
Cc1ccccc1-c1ccc2n(c1=O)C[C@H]1C[C@@H]2CN(C(=O)Nc2cccc(F)c2)C1
→ 1.9%[172 µM]	-6.0%[87.6 µM]	-5.7%[174 µM]	4.3%[172 µM]	-0.9	39.9%[activator][87.6 µM]	-19.0%[88.5 µM]
CC(C)NC1CNC1
→ x	-13.8%[183 µM]	i	i	-14.5	-12.6%[183 µM]	0.9%[192 µM]
CNCc1cn(C[C@H]2C[C@@H]3CCN2C[C@@H]3C(=O)NC2CCCCC2)nn1
→ 0.0%[172 µM]	-22.2%[87.6 µM]	i	i	0.8	11.6%[87.6 µM]	-1.9%[88.5 µM]
CCN(CC)CCc1c[nH]c2ccccc12
→ x	63.4%[87.6 µM]	x	x	-6.3	-13.2%	i
O=[N+]([O-])c1ncc[nH]1
→ x	-16.9%	x	x	x	23.7%	-22.1%
C#CC1(O)CCC2C3CCC4=CC(=O)CCC4=C3C=CC21C (stereo not drawn)
→ x	14.8%	x	x	-8.3	x	i
COCCC(=O)N1CCC2(CC1)C(=O)Nc1cc(Oc3cccc(N(C)C)c3)c(OC)cc12
→ -18.6%	-0.3%	u	u	-4.0	10.0%	i
O=C(C1CCCCC1)N1C[C@@H]2C[C@H](C1)c1ccc(-c3cccc(C(F)(F)F)c3)c(=O)n1C2
→ 2.1%	-11.1%	-3.5%	-2.0%	13.5	-0.1%	u
COCc1cc(N2CCN(C)C3(CCC(=O)N(C)CC3)C2)ncn1 (stereo not drawn)
→ 0.0%	-26.9%	-6.6%	-15.6%	11.6	-44.6%	-8.9%
Cc1ccc([C@H]2CN(C(=O)C(=O)c3cccn3C)[C@@H]3C4CCN(CC4)[C@H]23)cc1
→ 1.2%	-4.4%	-33.4%	-29.3%	-29.9*	0.6%	-36.1%[11.5 µM]
Cc1cc(SCc2sc(-c3ccc(C(F)(F)F)c(F)c3)nc2C)ccc1OCC(=O)O
→ x	-10.8%&0.4%	x	x	-29.9*	102.8%[activator]	u
C/C=C(\C)C(=O)O[C@H]1[C@H](OC(C)=O)[C@]2(CO)[C@H](O)[C@H](O)[C@]3(C)C(=CCC4[C@@]5(C)CC[C@H](O[C@@H]6O[C@H](C(=O)O)[C@@H](O)[C@H](O[C@@H]7OC[C@H](O)[C@H](O[C@@H]8OC[C@H](O)[C@H](O)[C@H]8O)[C@H]7O)[C@H]6O[C@@H]6O[C@H](CO)[C@@H](O)[C@H](O)[C@H]6O)C(C)(C)C5CC[C@]43C)[C@@H]2CC1(C)C (stereo partly drawn)
→ x	u	x	x	-3.6	x	u
Cc1ccccc1-n1c(/C=C/c2c(C)[nH]c3ccccc23)nc2ccccc2c1=O
→ x	-21.9%	x	x	-14.7	u	x
O=C(C1CCC1)N1[C@H]2CC[C@@H]1c1cnc(-c3ccc(F)cc3)nc1C2
→ -9.5%	6.4%	-43.1%	u	6.3	35.6%[activator]	i
COc1ccc(-c2cc([C@H]3CN4CC[C@H]3C[C@@H]4CNC(=O)c3cccs3)n(C)n2)cc1OC
→ 8.9%	-2.0%	u	u	-5.5	-15.4%	i
O=C(c1cccs1)N1C[C@@H]2C[C@H](C1)c1ccc(C3CCCCC3)c(=O)n1C2
→ 4.4%[172 µM]	-2.8%[87.6 µM]	-10.8%[174 µM]	1.6%[172 µM]	3.9	6.1%[87.6 µM]	2.0%[88.5 µM]
CC[N+](CC)(CC)CC
→ x	12.1%	x	x	12.1	1.0%	-25.9%
O=C(c1ccc(F)cc1)N1C[C@@H]2C[C@H](C1)c1c(-c3ccc(Cl)cc3)ccc(=O)n1C2
→ -6.2%[172 µM]	-1.5%[87.6 µM]	i	-7.3%[172 µM]	-0.8	-10.5%[87.6 µM]	1.1%[88.5 µM]
CN1CCCCCCN(Cc2cccnc2)[C@H]2CCC[C@H]2C1=O
→ 1.3%	-1.2%	-16.1%	-29.1%	-0.3	-13.0%	i
CC(=O)NCCc1c[nH]c2ccccc12
→ x	2.7%	x	x	-11.0	12.3%	i
O=C(Nc1cccc(C(F)(F)F)c1)OC[C@H]1C[C@@H]2CCN1C[C@@H]2c1cc(C2CCCC2)nc(-c2ccncc2)n1
→ -2.6%	-5.8%	u	3.98µM*	9.8	-20.6%	4.6%
Cc1ccsc1C(=O)N1CCC2(CC1)NCc1ccccc1-n1ccnc12
→ -9.3%	-1.6%	28.2µM*	-16.7%	17.1	-6.9%	i
C[N+]1(C)CCN(c2ccccc2)CC1
→ x	2.8%	x	x	x	0.0%	i
C[C@H]1CC[C@@H]2[C@@H](C)[C@H]3[C@H](C[C@H]4[C@@H]5CC=C6CC(O[C@@H]7O[C@H](CO)[C@@H](O)[C@H](O[C@@H]8O[C@H](CO)[C@@H](O)[C@H](O)[C@H]8O)[C@@H]7O[C@@H]7O[C@@H](C)[C@H](O)[C@@H](O)[C@H]7O)CC[C@]6(C)[C@H]5CC[C@]34C)N2C1 (stereo partly drawn)
→ x	-16.4%[12.5 µM]	x	x	20.4	x	-6.3%[17.1 µM]
O=C(Cc1ccccc1)N1[C@H]2CC[C@@H]1c1cnc(-c3ccc(F)cc3)nc1C2
→ -1.7%	-7.6%	u	28.2µM*	37.2	5.8%	i
Cc1ccc(-c2nn3c(=O)cc(CN4CCN(C(=O)COc5ccc(C)c(C)c5)CC4)nc3s2)cc1
→ x	-3.5%	x	x	-1.1	-5.9%	x
C[C@H](CCC(=O)O)C[C@H](C)C[C@H](C)C(=O)/C=C(\O)[C@H](C)C[C@H](C)C/C=C/[C@@H](C)[C@@H](O)[C@@H](C)[C@@H](O)C[C@@H]1CC[C@@](C)([C@H]2CC[C@@](C)([C@@H](C)O)O2)O1
→ x	-4.9%[23.9 µM]	x	x	-5.1	x	i
c1cncc(C2=NOC3(CCCN(CC4CCCCC4)C3)C2)c1 (stereo not drawn)
→ x	3.0%	4.1%	-7.5%	0.1	u	i
CN1CC[C@H]2CN(c3cc(NCCO)ncn3)C[C@@]2(C(=O)O)C1
→ 0.6%	1.2%	2.3%	i	20.1	-2.0%	i
C[C@@H]1CC2=CC(=O)CC[C@@H]2[C@H]2CC[C@@]3(C)[C@@H](CC[C@]3(C)O)[C@@H]21
→ x	5.9%[23.9 µM]	x	x	10.9	4.3%[25.6 µM]	i
O=C(Nc1nc2ccccc2s1)c1cccn(Cc2ccccc2)c1=O
→ x	7.7%	x	x	-0.3	94.6%[activator]	x
CC[C@H]1CN2CC[C@H]1C[C@@H]2CNC(=O)c1ccc(C(F)(F)F)cc1
→ -5.3%[172 µM]	-7.8%[87.6 µM]	u	u	1.5	-11.7%[87.6 µM]	-15.4%[88.5 µM]
Cn1nc(C2CCCCC2)cc1[C@H]1CN2CC[C@H]1C[C@@H]2CNS(=O)(=O)c1ccccc1
→ -5.4%	-0.2%	u	u	-2.3	11.5%	-8.5%
